Screening results (PubChem BioAssay)
TEAD-YAP block: TEAD-YAP interaction inhibition. AID 1259422. HEK-TIYL cells, TEAD-Gal4/YAP UAS-luciferase luminescence. 640,000 compounds, 1.4% hits. inhibition, % at 9.12 µM; in the data active = inhibition above about 32%;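 also: 0% = median of test compound wells and 100% = reference inhibitor wells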
FBW7 act: activators of human E3 ligase FBW7 | 650,000 compounds, 0.13% hits | AID 1259310 | normalized activity (activation), % at 26.1 µM | Q969H0 | AlphaScreen FBW7–phospho-cyclin E peptide binding, activator screen; in the data active = normalized activity above about 1.9%;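 also: purified mutant Fbw7 with reduced substrate affinity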
Target sequence (Q969H0 whole entry, looked up): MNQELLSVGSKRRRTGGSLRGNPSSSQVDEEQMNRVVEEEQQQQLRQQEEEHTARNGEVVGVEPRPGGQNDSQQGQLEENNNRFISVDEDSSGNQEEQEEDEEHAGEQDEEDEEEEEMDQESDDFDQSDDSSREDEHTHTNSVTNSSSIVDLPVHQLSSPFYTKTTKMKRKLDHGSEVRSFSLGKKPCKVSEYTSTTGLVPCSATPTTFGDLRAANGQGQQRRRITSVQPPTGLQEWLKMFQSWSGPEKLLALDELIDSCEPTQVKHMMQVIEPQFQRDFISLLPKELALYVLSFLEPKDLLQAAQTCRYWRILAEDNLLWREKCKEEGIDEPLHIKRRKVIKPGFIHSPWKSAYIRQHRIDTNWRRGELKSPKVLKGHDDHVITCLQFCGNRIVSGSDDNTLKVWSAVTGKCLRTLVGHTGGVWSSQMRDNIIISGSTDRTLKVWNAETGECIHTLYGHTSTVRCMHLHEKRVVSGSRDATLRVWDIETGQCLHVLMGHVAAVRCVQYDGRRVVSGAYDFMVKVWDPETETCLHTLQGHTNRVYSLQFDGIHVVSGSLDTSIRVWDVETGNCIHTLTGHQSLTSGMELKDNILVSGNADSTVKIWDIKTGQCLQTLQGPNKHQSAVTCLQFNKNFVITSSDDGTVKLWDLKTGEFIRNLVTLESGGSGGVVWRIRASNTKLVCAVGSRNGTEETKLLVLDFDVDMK
GPR151 ag: activates the human receptor GPR151; AID 1508602; Q8TDV0; PathHunter beta-arrestin GPR151 cells, luminescence; 650,000 compounds, 1% hits; activation, % at 11.2 µM; in the data active = activation above about 4.9%;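 also: 0% = median of compound wells and 100% = cells with positive control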
MITF primary: blocks human microphthalmia-associated transcription factor. O75030. 650,000 compounds, 0.91% hits. AID 1259374. inhibition, % at 2.6 µM. AlphaScreen MITF homodimerization, bead proximity signal; in the data active = inhibition above about 50%;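 also: 0% = vehicle wells with protein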
* = called active by the depositor; & = joins results of further samples.

SMILES	TEAD-YAP block	FBW7 act	GPR151 ag	MITF primary
O=C(CSc1nc2ccccc2c(=O)n1CC1COc2ccccc2O1)NCc1ccccc1 (stereo not drawn)	0	0.7	-1.3	10
COc1ccccc1Nc1cc(=O)[nH]c(=O)[nH]1	4	-0.1	-0.6	3
COc1cc(/C=C2/NC(=O)N(CC(=O)Nc3cccc(C)c3)C2=O)cc(Cl)c1O	4	0.1	-0.8	17
O=S(=O)(Nc1ccc(-c2ccc(N3CCCCC3)nn2)cc1)c1ccc2ccccc2c1	17	0.0	2.6	4
CCOc1ccccc1NC(=O)c1cc(-c2ccccc2)nc2ccccc12	10	0.2	0.4	-4
CCN(CC)C(=O)C1CCCN(c2nc(NCCO)c3ncn(C4CCCCC4)c3n2)C1 (stereo not drawn)	26	-0.1	1.1	-4
Cc1ccc(NC(=O)CSc2ccc(-c3ccco3)nn2)cc1F	-12	-0.2	0.0	1
CCC(=O)N(/C=C1\Sc2ccccc2C1=O)c1ccccc1OC	83*	0.0	1.0	-2
OC(COCc1ccccc1)CN1CCN(CC(O)COCc2ccccc2)CC1 (stereo not drawn)	-1	0.1	0.0	11
Cc1cccn2c(=O)c3cc(C(=O)NCc4ccc5c(c4)OCO5)sc3nc12	1	0.0	1.4	0
COc1ccc(SCC(=O)Nc2cccc3ccccc23)cc1	-11	0.2	-1.1	13
COC(=O)C1(C(=O)OC)Sc2ccccc2C1=O	0	-0.1	-0.4	-10
CCN1CCN(C(=O)Cn2cnc3sc(C)cc3c2=O)CC1	-8	0.2	-0.4	15
COc1ccc(-n2c(=S)[nH]c3cc(C(=O)NCCCN4CCCC4=O)ccc3c2=O)cc1	-2	-0.1	0.7	-5
CCOC(=O)c1c(C)c(C(=O)C(F)(F)F)c2ccccn12	3	-0.1	-0.3	-1
O=C(NC1CC1)c1ccc(-c2nc(Nc3ccc(N4CCOCC4)cc3)c3ncn(-c4ccccc4)c3n2)cc1	28	-0.2	2.0	-3
Cc1cccc(CCNC(=O)CN2CC(c3ccccc3)CC2=O)c1 (stereo not drawn)	9	0.0	0.0	-2
COC(=O)c1cc(S(=O)(=O)NCc2ccc(Cl)cc2)c[nH]1	-6	0.4	-2.2	-4
COc1ccc(/C(O)=C2\C(=O)C(=O)N(CCN(C)C)C23C(=O)N(C)c2ccccc23)cc1 (stereo not drawn)	0	0.0	0.4	-2
Cc1cc(C(=O)CSc2nnnn2C)c(C)n1CC(F)(F)F	-11	0.4	-1.8	-5

In another format: entries from further up.
structure,TEAD-YAP block,FBW7 act,GPR151 ag,MITF primary
COc1ccc(-n2c(=S)[nH]c3cc(C(=O)NCCCN4CCCC4=O)ccc3c2=O)cc1,-2,-0.1,0.7,-5
CCOC(=O)c1c(C)c(C(=O)C(F)(F)F)c2ccccn12,3,-0.1,-0.3,-1
O=C(NC1CC1)c1ccc(-c2nc(Nc3ccc(N4CCOCC4)cc3)c3ncn(-c4ccccc4)c3n2)cc1,28,-0.2,2.0,-3
Cc1cccc(CCNC(=O)CN2CC(c3ccccc3)CC2=O)c1 (stereo not drawn),9,0.0,0.0,-2

(listing goes on)
SMILES	TEAD-YAP block	FBW7 act	GPR151 ag	MITF primary
Cc1ccnc(NC(=O)c2ccccc2I)c1	-22	-0.1	-1.2	2
COc1ccc(NC(=O)c2cc(-c3ccccc3)nc3ccccc23)c([N+](=O)[O-])c1	6	0.0	0.1	0
O=C(NCc1ccccn1)c1cc(-c2ccccc2)nc2ccccc12	6	-0.3	0.1	9
CCCc1cc2c(=O)c(-c3ccc4c(c3)OCO4)c(CC)oc2cc1OC(=O)CC	-3	-0.1	0.1	1
O=C1c2cccnc2C(=O)N1Cc1ccc(F)cc1S(=O)(=O)Nc1ccc(Cl)cn1	-5	-0.1	-2.7	11
CN(C)c1cccc(C(=O)N2CCn3c(nnc3C3CC3)C2)c1	-9	0.2	0.8	0
Cc1nc2ccc(NC(=O)c3cccc(-n4cc(NC(=O)Cc5ccccc5)cn4)c3)cc2o1	-4	-0.1	2.6	0
CS(=O)(=O)C1=C(OC(=NC2CCCCC2)NC2CCCCC2)C(=O)N(c2ccccc2)C1c1ccccc1 (stereo not drawn)	-7	-0.2	0.1	2
COc1ccc2nc(NC(=O)/C=C/c3cccc(I)c3)sc2c1	7	0.0	1.0	-3
O=C(Nc1ccc(O)cc1)c1ccccc1Br	76*	0.4	-0.2	-1
Cc1ccc(CNC(=O)N2CCSc3ccccc32)cc1	-3	0.1	0.1	2
Cc1ccc(C)c(NC(=O)C(C)NC(=O)OCc2ccccc2)c1 (stereo not drawn)	-6	-0.1	1.2	-8
Cc1cccc(CN2CCN(Cc3ccc(-n4cccn4)cc3)CC2CCO)n1 (stereo not drawn)	3	0.1	-0.2	5
O=c1cc(N2CCOCC2)[nH]c(=O)n1Cc1ccc(F)cc1	-2	0.1	-0.3	18
CCOC(=O)Nc1ccc(OC)c([N+](=O)[O-])c1	-5	-0.1	1.7	-5
CSc1ccc(Cn2nnc(C(=O)NCCc3ccccc3)c2N)cc1	-13	0.0	2.3	9
N#Cc1c(SCC(=O)Nc2ccc(Br)cc2)nsc1SCC(=O)Nc1ccc(Br)cc1	1	0.2	-0.2	4
CC(=O)N1N=C(c2ccc(F)cc2)CC1c1ccc([N+](=O)[O-])cc1 (stereo not drawn)	3	-0.2	1.0	12
Cc1ccc(-n2nnnc2SCC(=O)NC(C)(C)C)c(C)c1	2	-0.1	0.2	2
CCN1CCN(C(c2ccc(C)cc2)c2sc3ncnn3c2O)CC1 (stereo not drawn)	-7	-0.2	-0.9	-5

5 of the compounds above, with two lines to a compound.
Every second line gives: TEAD-YAP block | FBW7 act | GPR151 ag | MITF primary
Cc1ccc(C)c(NC(=O)C(C)NC(=O)OCc2ccccc2)c1 (stereo not drawn)
 : -6 | -0.1 | 1.2 | -8
CCOC(=O)Nc1ccc(OC)c([N+](=O)[O-])c1
 : -5 | -0.1 | 1.7 | -5
N#Cc1c(SCC(=O)Nc2ccc(Br)cc2)nsc1SCC(=O)Nc1ccc(Br)cc1
 : 1 | 0.2 | -0.2 | 4
CC(=O)N1N=C(c2ccc(F)cc2)CC1c1ccc([N+](=O)[O-])cc1 (stereo not drawn)
 : 3 | -0.2 | 1.0 | 12
CCN1CCN(C(c2ccc(C)cc2)c2sc3ncnn3c2O)CC1 (stereo not drawn)
 : -7 | -0.2 | -0.9 | -5

Next records follow.
SMILES	TEAD-YAP block	FBW7 act	GPR151 ag	MITF primary
CC(C)(C)NC(=O)CN1CCC(NC(=O)C23CC4CC(CC(C4)C2)C3)CC1	-7	-0.1	0.4	-5
Cc1ccc(N=C(NOCc2ccccc2Cl)c2nonc2N)cc1	-5	0.0	-0.8	-10
CCCOc1cccc(-c2nnc(N)s2)c1	-13	-0.1	-0.1	1
COc1ccc(-n2cc(-c3ccccc3)c3c(NCc4ccc(C)cc4)ncnc32)cc1	-11	-0.1	-1.0	0
COc1ccc(C(C)=O)cc1COC(=O)c1cccs1	0	-0.1	-0.4	-9
CCOC(=O)c1c(NC(=O)CSc2nnc(N)s2)sc(C)c1-c1ccc(C)cc1	-5	-0.2	1.0	-5
O=c1c2ccccc2nc(SCCN2CCN(c3ccc(C(F)(F)F)cc3[N+](=O)[O-])CC2)n1-c1ccccc1	-4	-0.1	0.6	-5
CCOc1ccc(C(CC(=O)O)C(=O)O)cc1 (stereo not drawn)	6	0.1	1.6	-7
C/C(=N\n1c(C)nc2sc3c(c2c1=O)CCCC3)c1ccc([N+](=O)[O-])cc1	6	0.1	-1.4	1
CCc1ccccc1N(CC(=O)Nc1ccc(C(C)C)cc1)S(C)(=O)=O	-4	0.5	1.4	-2
Nc1nc(NCc2ccccc2)c(I)c(=O)[nH]1	7	0.0	0.7	21
CC(C)n1c(Nc2cccc(N(C)C)c2)nc2c(NC3CC3)ncnc21	0	-0.1	-0.8	0
Cc1nc(N2CCN(C)CC2)c2c(C)c(C(=O)Nc3ccc(F)cc3Cl)sc2n1	-19	0.2	-0.3	15
N#CC1=C(N)Oc2n[nH]c(-c3ccc(F)cc3)c2C1c1ccc(OCc2c(F)cccc2Cl)cc1 (stereo not drawn)	-2	-0.3	-1.0	-12
CC(=O)c1ccc(OC(=O)c2ccc(Cl)cc2)cc1	-2	0.1	-1.2	16
CCC(c1nnc(SCC(=O)NCc2ccco2)n1Cc1ccccc1)N(C)C (stereo not drawn)	-10	-0.1	1.5	1
Fc1cccc(-c2nc3ccccc3nc2-c2cccc(F)c2)c1	4	0.1	0.0	-2
COCCn1c(SCC(=O)NC(C)(C)C)nc2c([nH]c3ccccc32)c1=O	1	0.0	0.0	9
CC1CCC(NC(=O)Cn2ncc3ccccc32)CC1 (stereo not drawn)	-17	0.1	-1.5	-3
COC(=O)C1=C(C)NC(=O)NC1c1cc(I)c(O)c(OC)c1 (stereo not drawn)	4	0.1	-1.1	-1
COc1ccc(S(=O)(=O)Nc2ccc(N3CCCCC3=O)c(OC)c2)c(OC)c1	3	0.1	0.7	-3
O=C(NCc1n[nH]c(=S)n1-c1ccc(Cl)c(Cl)c1)c1ccccc1C(F)(F)F	-4	0.1	0.5	8
COc1ccc(-c2cncc(-c3ccc(O)cc3)n2)cc1	2	-0.2	0.3	3
CC(=O)N1CCc2cc(Br)cc(S(=O)(=O)NCCC3=CCCCC3)c21	-14	0.5	2.2	8
O=C(NCc1ccccc1)c1cccc(Nc2ccc(-n3ccnc3)cc2)c1	-17	-0.1	0.0	8
OCCNC(=S)Nc1ccc(Cl)c(Cl)c1	11	0.0	-0.9	-7
CCOC(=O)c1ccc(NC(=O)C(=O)NCc2ccc(C)cc2)cc1	-6	-0.1	0.9	6
O=C(Cn1c(=O)sc2ccccc21)Nc1nnc(SCc2ccccc2)s1	2	0.8	0.3	27
COc1ccc(CCC(=O)NCCSc2ncc(-c3ccc(OC)cc3)[nH]2)cc1	-10	0.4	-2.4	34
O=S(=O)(NCc1ccccc1Br)c1cccs1	-9	0.0	-0.9	10
CC(C)(C)CC(C)(C)NC(=O)c1cc2nc(-c3ccc4c(c3)OCO4)cc(C(F)(F)F)n2n1	10	0.1	-1.1	23
O=C(Nc1ccc(-c2nc3ccccc3o2)cc1)c1cccc(Br)c1	-1	0.1	1.3	12
CCN1C(=O)NC(c2ccccc2)C(C(=O)c2cccs2)C1(O)C(F)(F)F (stereo not drawn)	-13	0.0	1.2	10
CC(C(=O)N1C(=O)c2cccc(N)c2C1=O)N1C(=O)c2ccccc2C1=O (stereo not drawn)	-1	0.0	-0.4	13
COCCn1c(SCC(=O)Nc2cc(C)cc(C)c2)nc2c(c1=O)SC(C)C2 (stereo not drawn)	-3	0.0	0.1	-9
CC(C)CCOCC(COC(c1ccccc1)(c1ccccc1)c1ccccc1)OCCC(C)C (stereo not drawn)	-11	-0.1	-1.2	-3
CN(CC(=O)Nc1ccccc1Cl)S(=O)(=O)c1cccc2cccnc12	14	0.0	0.7	10
O=C(Cn1c(=O)n(-c2ccc(F)cc2)c(=O)c2oc3ccccc3c21)N1CCOCC1	0	-0.1	0.0	-7
CCOc1ccc(-n2cc(C(=O)NCc3cccnc3)c3cc(OC)c(OC)cc3c2=O)cc1	6	-0.2	0.3	1
CCC(=O)Nc1ccc(NC(=O)c2cc3n(n2)C(C(F)(F)F)CC(c2ccco2)N3)cc1 (stereo not drawn)	-6	-0.1	0.9	-2
CNC(=O)C(=O)NCC1CCCN1S(=O)(=O)c1ccccc1 (stereo not drawn)	-6	0.0	-1.0	-18
COC(=O)c1ccc(CNC(=O)COC(=O)c2cc(=O)[nH]c(=O)[nH]2)cc1	2	0.1	0.9	6
O=C(NCc1ccccc1)c1cnc2cc(-c3cn[nH]c3)ccn12	-10	-0.1	6.2*	1
Cc1ccc(CN2CCc3nnc(C4CCCO4)n3CC2)c(C)c1 (stereo not drawn)	-10	-0.1	1.9	-6
COC(=O)c1cc(NC(=O)CSc2nc3ccccc3s2)cc(C(=O)OC)c1	-3	0.0	-0.3	1
CN(C(=O)CN(CCO)CC(=O)N(C)C(C)(C)Cc1ccccc1)C(C)(C)Cc1ccccc1	11	-0.1&-0.2	0.0&-2.2	-2&-7
COc1ccc(CC(=O)O/N=C(\N)Cc2cccc3ccccc23)cc1OC	-7	-0.1	-0.3	0
CCc1ccc(OCCOCC(O)CN2CC(C)OC(C)C2)cc1 (stereo not drawn)	-7	0.1	0.4	11
Cc1ccc(/C=C2\N=C(c3ccc(Br)cc3)OC2=O)cc1	-2	0.0	0.3	3
CC1CCN(CCCNC(=O)c2cccn3c(=O)c4c5c(sc4nc23)CCCC5)CC1	-7	0.5	-0.1	8
C/C=C/c1ccc(Oc2nc([N+](=O)[O-])nn2C)c(OC)c1	11	-0.2	-0.1	-10
Clc1ccc(-c2cc(NCc3cccnc3)ncn2)cc1	-51	-0.1	-0.9	-5

Just MITF primary, FBW7 act and GPR151 ag, for 3 of the compounds above:
SMILES	MITF primary	FBW7 act	GPR151 ag
CNC(=O)C(=O)NCC1CCCN1S(=O)(=O)c1ccccc1 (stereo not drawn)	-18	0.0	-1.0
Cc1ccc(/C=C2\N=C(c3ccc(Br)cc3)OC2=O)cc1	3	0.0	0.3
COc1ccc(CC(=O)O/N=C(\N)Cc2cccc3ccccc23)cc1OC	0	-0.1	-0.3
